# Screening data as filed in PubChem BioAssay.
# ssDAF12 agonist = S. stercoralis DAF-12 nuclear receptor activators, primary screen, cell-based, luminescence, HEK293, GRIP1 co-expression, lit1-tk-luc; Nuclear hormone receptor DAF-12 (Strongyloides stercoralis); HEK293 ssDAF-12/GRIP1 lit1-tk-luc reporter; % of 3 µM dafachronic acid response; activation, % at 6.8 µM; 1% of 370,000 active;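 active = activation above the mean over all tested compounds plus 3 SD, cut at about 0.9% in these data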;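 note: 0% = DMSO-only wells and 100% = 3 µM delta7-dafachronic acid wells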
# Rev-erbA mod = modulators of Rev-erb alpha DNA binding, primary screen, biochemical, FITC-DNA, fluorescence polarization, uHTS; Nuclear receptor subfamily 1 group D member 1 (Homo sapiens), P20393; Rev-erbα–FITC-DNA binding, 90 min; activity, % at 10 µM; 0.79% of 370,000 active;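 active = activity above about 14%, limit read from the data; passing the limit was not always enough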;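 note: 0% = DMSO wells with 35 nM protein and 100% = DMSO wells with 750 nM protein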
# DAX1 inh-1 = DAX1 (NR0B1) inhibitors, primary screen, cell-based, HEK293, Gal4-DAX1, luciferase luminescence; HEK293 Gal4-DAX1 luciferase reporter; inhibition, % at 6.75 µM; 0.99% of 340,000 active; AID 504766, 2011;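 active = inhibition above the mean over all tested compounds plus 3 SD, cut at about 4.2% in these data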;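 note: 0% = DAX1-transfected cells with DMSO and 100% = empty-vector control cells with DMSO; inhibition shows as a rise in luminescence from relieved DAX1 repression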
# Target sequence (P51843 207-470 limits assumed): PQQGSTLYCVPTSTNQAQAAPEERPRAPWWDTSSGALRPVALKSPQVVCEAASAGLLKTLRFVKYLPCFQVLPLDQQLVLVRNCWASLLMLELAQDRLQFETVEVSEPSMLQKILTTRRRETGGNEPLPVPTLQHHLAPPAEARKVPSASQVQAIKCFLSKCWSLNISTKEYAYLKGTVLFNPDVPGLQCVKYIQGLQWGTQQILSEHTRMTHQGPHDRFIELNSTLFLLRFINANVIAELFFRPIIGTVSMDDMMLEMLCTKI
# FXN GAA850 act = FXN promoter activators, primary screen, cell-based, luciferase luminescence, HEK293 lucGAA850. HEK293 lucGAA850 FXN promoter luciferase reporter, 24 h; percent of 10 µM SAHA response. activation, % at 6 µM. 0.56% of 360,000 active. AID 540364, 2011;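 active = activation above the average of all compounds screened plus 3 SD, cutoff fixed separately per campaign, cut at about 7.5% in these data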;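 note: 0% = DMSO wells and 100% = 10 µM SAHA wells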
# PLCb3 inh = human PLC-beta3 inhibitors, primary screen, biochemical, fluorescence; Purified PLC-beta3, fluorogenic substrate; 0.18% of 370,000 active; inhibition, % at 12.2 µM; in the data active = inhibition above about 11%;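 note: 0% = median of compound wells on plate and 100% = full blocker control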
# sPLA2-III inh = human group III sPLA2 inhibitors, primary screen, biochemical, QFRET, BODIPY PC-A2 liposome substrate. AID 743126, 2013. inhibition, % at 12.2 µM. QFRET BODIPY PC-A2 liposome hydrolysis, fluorescence. 0.56% of 370,000 active. Group 3 secretory phospholipase A2 (Homo sapiens), Q9NZ20;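 active = inhibition above mean plus 3 SD of compounds lying within the high and low control bounds, cut at about 19% in these data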;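 note: 0% = median of test compound wells and 100% = no enzyme DMSO wells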
# Target sequence (Q9NZ20 whole entry, looked up): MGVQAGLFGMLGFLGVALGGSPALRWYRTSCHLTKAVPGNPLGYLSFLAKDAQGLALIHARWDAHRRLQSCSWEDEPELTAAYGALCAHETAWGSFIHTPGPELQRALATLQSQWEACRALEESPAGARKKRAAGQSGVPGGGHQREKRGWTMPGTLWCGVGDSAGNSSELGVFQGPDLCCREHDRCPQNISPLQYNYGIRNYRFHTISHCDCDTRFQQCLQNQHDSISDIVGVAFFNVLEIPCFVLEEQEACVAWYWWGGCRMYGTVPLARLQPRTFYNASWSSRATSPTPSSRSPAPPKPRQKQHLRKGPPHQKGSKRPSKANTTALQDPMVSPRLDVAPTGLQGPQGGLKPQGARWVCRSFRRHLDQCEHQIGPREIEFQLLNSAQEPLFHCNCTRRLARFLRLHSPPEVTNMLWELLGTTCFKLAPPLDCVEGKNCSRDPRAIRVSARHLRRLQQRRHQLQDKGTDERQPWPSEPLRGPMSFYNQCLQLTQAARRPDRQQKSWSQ
# SMARCA2 activ = SMARCA2 (BRM) function activators, primary screen, cell-based, luminescence, high throughput; MG213 cells, MMTV-luciferase reporter, dexamethasone, overnight; activation, % at 9.1 µM; 1% of 370,000 active; in the data active = activation above about 7.8%;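 note: 0% = vehicle wells and 100% = reference activator wells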
# hgDAF-12 ag = H. glycines DAF-12 receptor agonists, primary screen, cell-based, luminescence, HEK293, GAL4 fusion, UAS-luciferase. Nuclear hormone receptor DAF-12 (Heterodera glycines), GAL4 fusion. HEK293 GAL4-hgDAF12 UAS-luciferase reporter, agonist luminescence; normalized to butyrate control. activation, % at 6.8 µM. 1.8% of 370,000 active;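 active = activation above a cutoff set at the mean of all screened compounds plus 3 SD, cut at about 10% in these data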;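 note: 0% = DMSO wells and 100% = sodium butyrate wells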
# hcDAF-12 act = H. contortus DAF-12 nuclear receptor activators, primary screen, cell-based, luminescence, HEK293, lit1-tk-luc reporter; HEK293 hcDAF-12 lit1-tk-luc reporter; 0% DMSO, 100% Δ7-dafachronic acid; AID 652067, 2013; activation, % at 6.8 µM; 1.4% of 370,000 active;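 active = activation above the mean of all tested compounds plus 3 SD, cut at about 5.5% in these data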;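 note: 100% = response to 3 µM Δ7-dafachronic acid high control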
# PG9 binder = binders of HIV-1 gp120 antibody PG9, primary screen, biochemical, TR-FRET; 0.43% of 360,000 active; TR-FRET gp120-PG9 antibody binding; inhibition, % at 6.7 µM; HIV-1 gp120 / PG9 antibody interaction; in the data active = inhibition above about 8.5%
# DAX1 inh-2 = DAX1 (NR0B1) inhibitors on StAR promoter, primary screen, cell-based, luminescence, SF-1 (NR5A1), full-length DAX-1; HEK293T StAR-luciferase reporter, SF-1/DAX-1 repression relief; AID 652010, 2013; 1.1% of 370,000 active; inhibition, % at 6.8 µM;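 active = inhibition above the mean over all tested compounds plus 3 SD, cut at about 3.6% in these data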;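 note: 0% = DAX-1 cells with DMSO and 100% = cells lacking DAX-1 with DMSO; higher inhibition means more luminescence from relief of DAX-1 repression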
# * = called active by the depositor; . = not tested or not shown.
SMILES,ssDAF12 agonist,Rev-erbA mod,DAX1 inh-1,FXN GAA850 act,PLCb3 inh,sPLA2-III inh,SMARCA2 activ,hgDAF-12 ag,hcDAF-12 act,PG9 binder,DAX1 inh-2
Cn1c(=O)oc2cc(S(=O)(=O)N3CCC(C(=O)N4CC=C(c5ccccc5)CC4)CC3)ccc21,-0.8,-4,0.1,0.7,5,2,0,-0.5,1.4,-0.8,0.0
CCOc1ncccc1C(=O)Nc1ccc(S(=O)(=O)N2CC(C)CC(C)C2)cc1 (centres undefined),-1.4,8,-1.0,-2.0,5,0,-2,3.6,-1.0,-1.4,-0.4
COCCN(CCOC)S(=O)(=O)c1ccc(Cl)nc1,-0.6,-3,3.3,3.2,-5,0,0,-1.0,1.4,-0.1,-0.8
Brc1ccc(-c2nnc(-c3cccc(Br)c3)o2)cc1,-1.2,4,-0.8,2.4,0,6,3,0.7,-0.8,-0.5,-0.1
O=C(Cc1ccc(F)cc1)Nc1ccc2[nH]ncc2c1,-0.9,-3,-0.7,-0.6,-8,8,-2,1.1,-0.2,-0.7,-0.3
Cc1cc(C)c(C(=O)NCC(=O)c2ccccc2)c(C)c1,-1.1,0,2.6,1.6,-2,-5,3,0.5,0.5,-1.4,0.0
CC1CCC(NC(=O)c2nn(C)c3c2CSc2ccccc2-3)CC1 (centres undefined),-1.6,0,0.5,1.4,-13,10,-1,0.3,-3.1,-2.0,-0.3
O=C(NCc1ccc2c(c1)OCO2)c1cc(S(=O)(=O)N2CCCCC2)ccc1F,-0.9,2,0.7,-2.4,0,-2,-2,-1.9,-1.6,0.9,0.3
CN(Cc1nccs1)C(=O)C1CCC(=O)N(Cc2ccccc2F)C1 (centres undefined),-1.1,3,0.6,3.3,-3,4,4,-0.5,-1.1,-2.6,1.0
CC(C)c1ccc(-c2nn[nH]n2)cc1,-1.1,6,1.3,1.1,-1,4,-1,3.8,0.3,-2.3,1.1
NC(=O)C1CCN(CC(=O)Nc2nc(-c3ccccc3)cs2)CC1,-1.1,2,-0.7,3.4,-4,4,-1,3.0,-1.8,0.7,-0.8
O=C(O)C1C2CCC(C2)C1C(=O)NCCc1cccc(Cl)c1 (centres undefined),-1.0,5,0.0,-1.7,-1,-1,0,1.2,-1.3,0.7,0.3
O=C(O)CCCCCNC(=O)Nc1ccc2c(c1)OCCO2,-1.0,2,0.9,1.7,2,0,4,-0.3,-0.7,0.8,0.4
FC(F)(F)c1nc2ccccc2n2c(-c3c(Cl)cccc3Cl)nnc12,-1.2,-5,-1.2,0.4,-1,-2,-1,-1.0,-1.7,-1.3,-0.5
CCc1nc2ccc(C(=O)NCCOc3ccc(OC)cc3)cn2c1N(C)Cc1ccc(OC)cc1,-1.8,3,.,-3.5,-10,6,-4,-1.9,-3.4,0.5,-1.9
Oc1ccc(Cc2ccccc2)c2cccnc12,-0.8,5,.,-1.2,-16,18,-4,1.8,-0.7,-1.8,-0.2
O=C(O)/C=C\C(=O)Nc1ccccc1C(=O)N1CCC(O)(c2ccc(Cl)cc2)CC1,-1.3,-3,0.9,1.6,-3,0,4,0.3,-2.0,-1.4,0.8
CN(c1nc(-c2ccccc2)cs1)C1CCS(=O)(=O)C1 (centres undefined),-0.4,-2,-0.1,6.9,-3,17,-2,0.8,3.6,0.6,0.8
COc1ccc(-n2c(=S)[nH]c3cc(C(=O)NCc4ccco4)ccc3c2=O)c(OC)c1,0.4,-3,-1.9,1.1,1,12,-4,1.2,3.7,-2.2,-0.1
Cc1ccc(NS(=O)(=O)c2c(C)nc3sccn3c2=O)c(C)c1,-0.9,-7,0.2,0.7,-1,6,-2,0.1,-1.9,-0.1,0.8
CC(C)C(NC(=O)/C(=C/c1ccco1)NC(=O)c1ccc(Br)o1)C(=O)O (centres undefined),-1.2,3,1.4,0.5,-25,0,-1,1.2,0.9,-0.8,0.0
Cc1ccc(C(=O)OCC(=O)Nc2cccc(S(=O)(=O)N3CCCCC3)c2)s1,-2.1,10,-0.2,-0.6,4,-34,-3,-1.9,-1.9,0.1,1.0
O=C(NC1CCCCC1)C(c1ccc(F)cc1)N(C(=O)c1cccs1)c1ccc2c(c1)OCO2 (centres undefined),-1.1,-8,-0.8,-0.3,3,-9,2,-0.7,2.9,-0.8,0.3
CC(C)(C)c1cc(NC(=O)CSc2nnc(NCc3ccccc3)s2)n(-c2ccccc2)n1,-2.2,0,-2.0,1.4,7,-18,-5,-3.8,-3.2,-1.7,-1.2
CCOC(=O)[C@H]1[C@H]2COc3ccc(OC)cc3[C@@H]2N2C(=O)CN(CC3CCCO3)C(=O)[C@@]12C (some centres undefined),-1.4,-6,-0.5,0.3,-18,4,0,-0.7,-1.3,-0.2,0.1
COc1cccc(C2=NOC(C(=O)NCCCn3ccnc3)C2)c1 (centres undefined),-1.0,-1,-0.8,0.1,0,3,-1,-0.7,-1.7,2.3,-0.3
COCc1[nH]nc2c1C(c1ccc3c(c1)OCO3)N(Cc1ccccc1)C2=O (centres undefined),-0.9,3,.,.,-1,-8,-3,-0.1,-1.5,-0.6,-0.2
Cc1cc(=O)oc2cc(OCc3ccc(S(=O)(=O)N4CCOCC4)cc3)ccc12,-1.9,4,-0.8,-1.2,-4,-3,-2,-0.2,-0.9,-3.3,-0.5
Nc1nc2c(nnn2Cc2ccc(Cl)c(Cl)c2)c(=O)[nH]1,-1.5,0,-1.0,-1.0,-10,1,0,-2.9,-0.4,-0.1,1.8
O=C(Nc1cccc(Cl)c1)c1ccc(F)c(S(=O)(=O)NCc2cccs2)c1,-1.8,1,-2.3,-0.8,4,-35,-6,-4.1,-5.8,-1.0,-1.2
O=C(OCC#CCSc1nnc(-c2cccc3ccccc23)o1)c1ccsc1,-0.9,0,.,.,-23,-13,.,11*,1.4,.,.
Cc1ccc2c(n1)CC(C)(C)C/C2=N\O,-1.2,-2,1.8,0.5,2,6,2,-0.1,-0.5,-1.7,-0.3
Cc1ccccc1NC(=S)N/N=C1\CC(C)(C)Oc2ccc(O)cc21,-1.4,-3,-1.0,-3.0,-100,9,-1,0.6,0.5,0.9,0.3
O=C(COC(=O)c1cc(-c2cccc(Br)c2)nc2ccccc12)NCC1CCCO1 (centres undefined),-0.4,0,1.8,3.4,0,0,1,2.2,-0.4,-2.9,0.1
O=C(NC1CCN(C(=S)Nc2ccc(Cl)cc2)CC1)C1CCCCC1,-0.9,0,-0.9,1.9,-3,-2,3,1.2,-0.5,-2.8,0.1
O=C(C[n+]1ccccc1)c1ccc(Cl)cc1,-0.8,0,-0.9,-0.7,-6,2,0,2.1,-1.7,-0.9,-0.4
CC(=O)N1CCN(S(=O)(=O)c2cccc(C(=O)Nc3nc4c(s3)CCCC4)c2)CC1,-1.8,0,-1.7,1.4,-14,-10,-4,-1.3,-2.5,-0.8,-1.1
COCCNC(=O)C1CCCN(C(=O)c2csc3ccccc23)CC1 (centres undefined),-1.6,8,.,1.1,-2,3,-1,2.0,1.1,-0.8,-0.8
CCCCc1ncc(CN2CCC(n3nccc3NC(=O)c3ccccc3Cl)CC2)[nH]1,-0.7,2,0.0,2.3,-6,6,1,-0.8,0.0,0.3,-0.2
O=C(NN=C(Cc1ccccc1)Cc1ccccc1)c1ccccc1O,-0.3,0,.,5.9,-21,-11,0,9.6,0.8,-1.3,0.5
Cc1cc(Nc2cccc([N+](=O)[O-])c2)n2c(nc3ccccc32)c1C#N,-1.2,-2,0.3,-2.8,1,-3,-3,0.6,-1.5,0.9,-0.5
Cc1ccc2nc(NC(=O)c3ccc(Br)o3)sc2c1,0.9,5,3.8,5.1,-18,-4,7,15*,6.3*,-2.3,1.9

# 9 neighbouring compounds from above, for reference:
SMILES,ssDAF12 agonist,Rev-erbA mod,DAX1 inh-1,FXN GAA850 act,PLCb3 inh,sPLA2-III inh,SMARCA2 activ,hgDAF-12 ag,hcDAF-12 act,PG9 binder,DAX1 inh-2
O=C(COC(=O)c1cc(-c2cccc(Br)c2)nc2ccccc12)NCC1CCCO1 (centres undefined),-0.4,0,1.8,3.4,0,0,1,2.2,-0.4,-2.9,0.1
O=C(NC1CCN(C(=S)Nc2ccc(Cl)cc2)CC1)C1CCCCC1,-0.9,0,-0.9,1.9,-3,-2,3,1.2,-0.5,-2.8,0.1
O=C(C[n+]1ccccc1)c1ccc(Cl)cc1,-0.8,0,-0.9,-0.7,-6,2,0,2.1,-1.7,-0.9,-0.4
CC(=O)N1CCN(S(=O)(=O)c2cccc(C(=O)Nc3nc4c(s3)CCCC4)c2)CC1,-1.8,0,-1.7,1.4,-14,-10,-4,-1.3,-2.5,-0.8,-1.1
COCCNC(=O)C1CCCN(C(=O)c2csc3ccccc23)CC1 (centres undefined),-1.6,8,.,1.1,-2,3,-1,2.0,1.1,-0.8,-0.8
CCCCc1ncc(CN2CCC(n3nccc3NC(=O)c3ccccc3Cl)CC2)[nH]1,-0.7,2,0.0,2.3,-6,6,1,-0.8,0.0,0.3,-0.2
O=C(NN=C(Cc1ccccc1)Cc1ccccc1)c1ccccc1O,-0.3,0,.,5.9,-21,-11,0,9.6,0.8,-1.3,0.5
Cc1cc(Nc2cccc([N+](=O)[O-])c2)n2c(nc3ccccc32)c1C#N,-1.2,-2,0.3,-2.8,1,-3,-3,0.6,-1.5,0.9,-0.5
Cc1ccc2nc(NC(=O)c3ccc(Br)o3)sc2c1,0.9,5,3.8,5.1,-18,-4,7,15*,6.3*,-2.3,1.9
